Cardio protect: myocardial damage modulation in H9c2 cells; H9c2 cardiomyocytes, H2O2 injury protection, ATPLite, 2 h; 360,000 compounds, 0.63% hits; protection from H2O2 cell death, % at 20 µM;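 active = compounds giving at least 50% protection of heart cells from peroxide-induced death in the single-dose screen, raw or plate-pattern-corrected value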;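 also: 0% = DMSO wells with peroxide and 100% = DMSO wells without peroxide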
HTR2A ag: activates the mouse 5-HT2A serotonin receptor. P35363. CHO-K1 mHTR2A beta-arrestin complementation, luminescence; percent of 30 µM serotonin response. activation, % at 7.6 µM. 360,000 compounds, 0.66% hits;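 active = activation above a run cutoff, the mean activation of all tested compounds plus 3 SD, cut at about 14% in these data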;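 also: 0% = plate median of compound wells and 100% = 30 µM serotonin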
PDI inh: inhibitors of human protein disulfide isomerase; 350,000 compounds, 0.052% hits; PDI insulin aggregation turbidity, A650, 90 min; inhibition, % at 10 µM; P07237;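 active = mean inhibition across replicates of 30% or more, whatever share of single replicates reach that level; inconclusive = mean inhibition below 30% while every single replicate reaches 30%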;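 also: absorbance from insulin aggregation driven by PDI reduction with DTT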
Target sequence (P07237 whole entry, looked up): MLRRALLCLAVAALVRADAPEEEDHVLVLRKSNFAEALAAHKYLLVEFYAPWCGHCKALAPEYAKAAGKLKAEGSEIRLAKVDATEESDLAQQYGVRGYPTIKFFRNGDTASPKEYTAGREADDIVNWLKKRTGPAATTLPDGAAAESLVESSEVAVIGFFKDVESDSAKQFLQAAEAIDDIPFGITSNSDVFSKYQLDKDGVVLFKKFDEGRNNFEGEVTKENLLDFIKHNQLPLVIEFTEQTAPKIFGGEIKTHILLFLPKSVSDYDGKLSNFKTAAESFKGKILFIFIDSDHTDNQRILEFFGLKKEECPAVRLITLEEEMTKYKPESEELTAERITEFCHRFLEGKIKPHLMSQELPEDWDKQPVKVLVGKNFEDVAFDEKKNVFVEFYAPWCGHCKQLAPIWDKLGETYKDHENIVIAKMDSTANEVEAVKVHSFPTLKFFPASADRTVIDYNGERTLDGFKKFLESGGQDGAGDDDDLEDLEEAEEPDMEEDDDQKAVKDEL
ABHD5 PLIN5 PPI: inhibitors of human ABHD5-perilipin-5 interaction | Q00G26+Q8WTS1 | Split G. princeps luciferase complementation, luminescence, 4 h | inhibition, % at 4 µM | 360,000 compounds, 0.78% hits | AID 602281;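 active = inhibition above the mean inhibition across every tested compound plus 3 SD, cut at about 22% in these data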;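 also: 0% = DMSO only wells and the 100% control is not disclosed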
ABCB6 inh MLPCN: inhibitors of human ABC transporter ABCB6 | Q9NP58 | K562-ABCB6 porphyrin accumulation, flow cytometry, 1 h; stronger effect = lower value | fluorescence ratio to DMSO, % at 10 µM | 360,000 compounds, 0.19% hits | AID 602162;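 active = fluorescence ratio to DMSO below 75%, the collection mean minus 3 SD; inconclusive = too few cells collected in the well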;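 also: signal is porphyrin accumulated inside mitochondria; 100% equals median channel fluorescence of DMSO control wells; lower ratio means ABCB6 inhibition with less porphyrin fluorescence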
Glyco luc inh: blocks N-linked glycosylation in D54 reporter cells | D54 ERlucT glycosylation luciferase reporter, 24 h; percent of 100 nM tunicamycin response | reporter increase, % at 12.5 µM | 360,000 compounds, 0.23% hits | AID 588692;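 active = mean luciferase reporter signal, scaled so untreated is 0 and the glycosylation-blocking control 100, at or above a set limit in every replicate; inconclusive = mean reaches the limit but not every replicate does; inactive = mean below the limit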;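 also: luciferase carries N-glycosylation sites so blocking glycosylation raises the light; 0% = median of neutral control wells and 100% = median of 100 nM tunicamycin wells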
MC4R antag cAMP: blocks human MC4R cAMP signaling; P32245; MC4R-expressing cells, MTII-stimulated cAMP, LANCE TR-FRET; inhibition, % at 6.5 µM; 360,000 compounds, 0.48% hits; AID 540295;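 active = inhibition above its plate's cutoff, the mean of tested wells on that plate plus 3 SD, cut at about 29% in these data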;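 also: 0% = Melanotan II alone and 100% = Melanotan II plus saturating MCL0020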
Target sequence (P32245 whole entry, looked up): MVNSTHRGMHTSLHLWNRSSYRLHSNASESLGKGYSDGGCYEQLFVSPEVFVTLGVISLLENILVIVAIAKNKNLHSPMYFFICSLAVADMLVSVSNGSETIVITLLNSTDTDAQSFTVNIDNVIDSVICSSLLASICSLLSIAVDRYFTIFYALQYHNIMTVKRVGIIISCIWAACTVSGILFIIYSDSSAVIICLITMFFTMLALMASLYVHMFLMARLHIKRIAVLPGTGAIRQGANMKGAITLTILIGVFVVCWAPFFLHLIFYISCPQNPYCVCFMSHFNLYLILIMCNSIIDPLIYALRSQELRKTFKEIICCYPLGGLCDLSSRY
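Test system: U2OS cells stably expressing human melanocortin 4 receptor (MC4R); also added: Melanotan II challenge; compound: 6.5 µM single dose; timing: 30-min compound preincubation, 1-h Melanotan II challenge, 1-h detection, room temperature; signal: Eu-cAMP/anti-cAMP TR-FRET, emission 671 nm; repeats: one well per compound, no replicates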
MC4R barr agon: activates human MC4R beta-arrestin recruitment | U2OS MC4R beta-arrestin complementation, luminescence; percent of melanotan II response, DMSO zero | activation, % at 8.9 µM | 360,000 compounds, 0.98% hits | AID 540308;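 active = activation above a per-plate cutoff, the mean activation of sample wells on that plate plus 3 SD, cut at about 8% in these data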
Granule exo inh: blocks lytic granule exocytosis. 360,000 compounds, 0.66% hits. AID 651702. inhibition, % at 10 µM. TALL-104 LAMP-1 surface exposure, flow cytometry; cells stimulated with thapsigargin and PMA;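 active = inhibition above about 55%, limit read from the data; inconclusive = no clear call, values can overlap the other calls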
CaV13 FRET inh: Disruptors of the CACNA1D IQ motif to Ca2+-dependent inactivation inhibitor domain association, primary screening, Förster resonance energy transfer in intact living …; HEK cells, CFP/YFP FRET ICDI-IQ, plate reader, 10 min; percent FRET-ratio fall versus neutral wells; inhibition, % at 12.3 µM; 340,000 compounds, 0.098% hits; AID 743397;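 active = mean replicate inhibition of at least 30% and at least 1% of replicates passing that level; inconclusive = only one of the two criteria is met; inactive = neither criterion is met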;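 also: 0% = median of the neutral control wells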
* hit, by the source's call; ? = inconclusive; nt = no result given. Outcome played no part in choosing rows (roughly 4.2% active in at least one column).

SMILES	Cardio protect	HTR2A ag	PDI inh	ABHD5 PLIN5 PPI	ABCB6 inh MLPCN	Glyco luc inh	MC4R antag cAMP	MC4R barr agon	Granule exo inh	CaV13 FRET inh
CCn1c(C)nc2cc(C(=O)NNC(=O)CN(C)S(=O)(=O)c3ccc(NC(C)=O)cc3)ccc21	0	4	6	-2	98	1	7	-1.6	-13	-2
CC(=O)Nc1ccc(S(=O)(=O)N2CCc3cc4c(cc3C2C)OCCCO4)cc1 (centres undefined)	5	4	3	3	102	4	10	-1.8	?	-7
O=C(O)/C=C/C(=O)NNC(=O)c1ccc(Br)cc1	7	1	-7	0	106	4	17	1.6	-2	-3
Cc1cccc(CSc2nnc(CCNC(=O)OC(C)(C)C)o2)c1	-1	1	-13	0	95	0	-1	-1.9	8	-22
O=C(Nc1ncccc1O)c1ccc(S(=O)(=O)NCc2ccco2)cc1	-2	-2	17	7	99	9	3	-1.6	5	-5
Cc1c(NS(=O)(=O)c2ccc3c(c2)OCCO3)cccc1-c1nc2cccnc2s1	-26	-5	nt	-3	92	-4	12	1.3	-2	-2
CCOC(=O)C1CCN(C(=O)CNS(=O)(=O)c2cccs2)CC1	2	5	0	2	96	1	-4	-1.1	-2	nt
CCS(=O)(=O)N1CCC(NC(C)=O)(c2ccccc2)CC1	-1	-3	-4	-1	88	0	2	-1.0	-2	-4
CC(=O)N1CCCc2cc(S(=O)(=O)CCC(=O)Nc3cccc(C)c3C)ccc21	5	9	-11	-3	99	-1	5	-1.1	-2	-2
CC#CC[N+](C)(C)CCCCCC	6	5	-7	19	102	0	3	6.8	1	-4
COc1ccccc1CCCNC(=O)C1CCC(=O)N(CCc2ccc(Cl)cc2)C1 (centres undefined)	-4	1	-9	4	103	0	8	1.1	2	-6
COc1ccc(N=C2NC(=O)S/C2=C\c2ccc(N(C)C)cc2)cc1	-8	-5	2	-1	120	0	5	-2.5	1	-9
COc1cc(Cn2c(C(=O)O)cc3sccc32)cc(OC)c1OC	11	-2	1	-2	100	3	6	-1.7	1	-3
O=C(CCCc1c[nH]c2ccccc12)N1CCN(S(=O)(=O)c2cccs2)CC1	2	3	-1	1	100	-6	-2	-1.6	19	-5
NS(=O)(=O)c1ccc(NC(=O)COC(=O)C2CC(=O)N(Cc3ccccc3)C2)cc1 (centres undefined)	4	16*	-3	2	99	3	-6	-1.9	-2	-6
CCc1ccc[n+](-c2[nH]c(=O)sc2/C=N/N=C(\[O-])c2ccncc2)c1	2	2	-5	3	100	2	-23	-0.7	6	-2
CNS(=O)(=O)c1ccc2c3c(cccc13)C(=O)N2C	5	4	-2	5	104	5	1	0.1	-10	-7
Cc1nn(C)cc1/C=N\NC(=O)c1ccc2c(c1)c(C)c(C)n2Cc1ccccc1	12	-8	1	-4	146	-1	-6	2.6	2	-5
CCOC(=O)C(NC(=O)NCc1ccc(F)cc1)(OCC)C(F)(F)F (centres undefined)	7	3	2	5	102	0	2	-0.3	2	-8
CCc1ccc(NC(=O)C2CCCN(S(=O)(=O)c3ccc4[nH]c(=O)ccc4c3)C2)cc1 (centres undefined)	-19	2	-8	1	103	-7	9	1.4	-6	-6
O=C(COC(=O)C1CCCO1)Nc1nc(-c2ccc(F)cc2)cs1 (centres undefined)	0	-3	-5	-10	99	3	11	0.9	3	-12
Cc1cc(C)c2c(=O)[nH]n(C3CCOC(C)(C)C3)c2n1 (centres undefined)	0	5	-3	3	102	1	5	0.3	2	-7
O=C(CN1CCN(C2CCCCC2)CC1)NCCC1=CCCCC1	2	0	-10	-5	97	-2	13	-1.0	-5	-8
O=C(NCCCn1ccnc1)c1cc2ccccc2oc1=O	14	3	2	-2	96	5	21	1.1	8	-18

A different layout for some results above.
structure | Cardio protect | HTR2A ag | PDI inh | ABHD5 PLIN5 PPI | ABCB6 inh MLPCN | Glyco luc inh | MC4R antag cAMP | MC4R barr agon | Granule exo inh | CaV13 FRET inh
COc1cc(Cn2c(C(=O)O)cc3sccc32)cc(OC)c1OC | 11 | -2 | 1 | -2 | 100 | 3 | 6 | -1.7 | 1 | -3
O=C(CCCc1c[nH]c2ccccc12)N1CCN(S(=O)(=O)c2cccs2)CC1 | 2 | 3 | -1 | 1 | 100 | -6 | -2 | -1.6 | 19 | -5
NS(=O)(=O)c1ccc(NC(=O)COC(=O)C2CC(=O)N(Cc3ccccc3)C2)cc1 (centres undefined) | 4 | 16* | -3 | 2 | 99 | 3 | -6 | -1.9 | -2 | -6
CCc1ccc[n+](-c2[nH]c(=O)sc2/C=N/N=C(\[O-])c2ccncc2)c1 | 2 | 2 | -5 | 3 | 100 | 2 | -23 | -0.7 | 6 | -2
CNS(=O)(=O)c1ccc2c3c(cccc13)C(=O)N2C | 5 | 4 | -2 | 5 | 104 | 5 | 1 | 0.1 | -10 | -7

Two compounds from above, showing only ABHD5 PLIN5 PPI.
| molecule | ABHD5 PLIN5 PPI |
| --- | --- |
| CNS(=O)(=O)c1ccc2c3c(cccc13)C(=O)N2C | 5 |
| CCc1ccc(NC(=O)C2CCCN(S(=O)(=O)c3ccc4[nH]c(=O)ccc4c3)C2)cc1 (centres undefined) | 1 |

(next part)
SMILES	Cardio protect	HTR2A ag	PDI inh	ABHD5 PLIN5 PPI	ABCB6 inh MLPCN	Glyco luc inh	MC4R antag cAMP	MC4R barr agon	Granule exo inh	CaV13 FRET inh
Cc1ccc(OCc2ccc(C(=O)Nc3cc(C)on3)o2)c([N+](=O)[O-])c1	-6	-3	-3	2	97	-2	-3	1.7	-5	nt
N=c1n(Cc2ccccc2)c2ccccc2n1CC(O)COc1ccc(Cl)cc1Cl (centres undefined)	-20	-3	3	-2	98	-23	2	6.1	50	-6
O=C(Nc1ccc([N+](=O)[O-])cc1)C1COc2ccccc2O1 (centres undefined)	1	-2	1	1	99	1	4	-0.8	-8	-19
CC(=O)Nc1ccc(NC(=O)CCc2nc3ccccc3c(=O)[nH]2)cc1	11	-1	0	-7	101	0	1	-1.8	-11	-4
O=C(Nc1ccc(S(=O)(=O)NC2=NCCCCC2)cc1)c1cccc(OC(F)F)c1	-6	-3	-6	2	104	3	7	-1.0	-3	-5
Cc1ccc(CC(=O)OCC(=O)c2ccc[nH]2)cc1C	-2	3	-4	-3	94	0	1	-0.2	-2	-2
COc1ccc(OC)c(Nc2ncnc3sccc23)c1	2	-6	-6	7	102	-2	-5	0.0	2	-19
CCCCCCCCCOC1OC(CO)C(O)C(O)C1NC(C)=O (centres undefined)	-9	-1	14	4	96	-1	2	1.1	-1	-6
Cc1ccc(N2CC(C(=O)Nc3cc(C)ccc3F)CC2=O)cc1 (centres undefined)	0	-6	-1	-3	94	2	1	-0.5	1	-4
Cc1ccc2c(CSc3nc4nc(C)cc(C)n4n3)cc(=O)oc2c1	-4	-6	-1	1	96	1	-9	0.6	-3	nt
Cc1ccc(NC(=O)Nc2ccc3c(c2)OCO3)c(OC(F)F)c1	-10	6	-5	4	94	-5	-4	-2.4	4	-7
Cc1cc(/C=C(/C#N)C(=O)Nc2ccc(Cl)cc2)c(C)n1-c1cccnc1	-10	1	-1	6	92	-8	0	11*	0	-5
C#CCn1c(=NC(=O)CN2C(=O)CCC2=O)sc2cccc(C)c21	24	-3	nt	4	94	-2	1	0.4	0	-4
CC(C)CNC(=S)NC(=O)c1csc([N+](=O)[O-])c1	-2	-2	-1	-8	102	3	4	-2.9	7	-13
COc1cc(C(=O)NC2CC(C)(C)Cc3c2cnn3-c2ccccc2)cc(OC)c1OC (centres undefined)	9	-2	7	2	94	-3	1	-0.6	-3	-8
COc1cc(/C=C(\C#N)C(=O)NCc2cccs2)ccc1O	6	-1	-1	3	104	3	4	1.2	3	-4
O=C(c1ccccc1Cl)N1CCC(c2nc3c(nnn3Cc3ccco3)c(=O)[nH]2)CC1	16	-1	2	5	92	3	0	-0.8	-5	-6
Cc1cc(-c2c(C)[nH]n(-c3ccc(Cl)cc3)c2=O)n[nH]1	3	-2	-5	2	97	0	0	-0.2	1	-4
Cc1ccc(C(=O)N2CC(C(=O)O)C2)cc1	-3	2	-1	-2	105	2	11	1.7	-5	-4
COc1ccc(CNC(=O)C2CCCN2S(=O)(=O)c2ccccc2)cc1 (centres undefined)	0	-1	-2	-11	100	-1	10	-3.7	4	-8
CCN(CC)S(=O)(=O)c1ccc(C(=O)Nc2cccc(C)c2)cc1	0	-7	-2	-1	101	1	16	-0.5	-4	nt
COc1cccc(/C=C2\Sc3ccc(C(=O)NCC4CCCO4)cc3N(C)C2=O)c1 (centres undefined)	18	-8	-5	3	93	-1	1	-3.4	-1	-7
Cc1ccc(CSc2cc(C)[nH]c(=O)n2)cc1	2	1	-9	-10	102	0	6	-1.5	-2	-7
CCN(Cc1ccncc1)C(=S)Nc1ccccc1C	0	-5	-10	1	122	3	12	-0.2	2	-12
COc1ccc(OCC(=O)Nn2c(-c3ccc(OC)cc3)nc3ccccc3c2=O)cc1	5	7	-2	3	92	2	8	4.1	-2	-3
Cc1cccc(C)c1NC(=O)C(=O)NCCCN1CCOCC1	4	3	-11	3	102	0	-1	-2.5	0	-6
O=C(c1ccccc1NS(=O)(=O)c1cccs1)N1CCOCC1	2	1	-4	0	102	0	15	-1.7	-12	-3
CC1(C)C(=O)N(CCN2CCC(C(=O)c3ccc(F)cc3)CC2)c2ccccc21	15	4	-3	-1	100	-3	6	-0.3	-2	-4
O=C(Cn1c(=O)cnc2ccccc21)Nc1cccc(S(=O)(=O)N2CCCCC2)c1	-1	1	1	-5	96	0	5	0.3	-1	-6
CC(C)CCn1nc(C(=O)OCC(=O)NC(C)c2ccccc2)c2ccccc2c1=O (centres undefined)	3	-3	5	-2	98	3	5	-1.4	-6	-5
Cc1c(C(=O)N(C)Cc2ccc(F)cc2)sc(=O)n1Cc1ccccc1C#N	-3	-2	6	3	97	-3	-2	-0.3	-8	5
Cc1ccccc1NS(=O)(=O)c1nnc(NC(=O)C(C)C)s1	0	-6	4	11	98	1	3	-1.2	11	-19
